Screening results: PubChem, several laboratories
CHOP inh = blocks CHOP induction under ER stress. CHO-K1 CHOP-promoter luciferase, tunicamycin-induced, 15-18 h. inhibition, % at 10 µM. hit rate 3.8% among 220,000. AID 2732;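 active = compounds that reduced the stress-induced luciferase reporter signal by more than about 70% of percent inhibition, limit read from the data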;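 also: 0% = tunicamycin plus vehicle and 100% = wells without tunicamycin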
PPC-1+TRAIL kill = kills PPC-1 cancer cells in the presence of TRAIL. hit rate 0.41% among 220,000. cell killing (% activity), % at 4 µM. AID 1443. PPC-1 cells + TRAIL, ATPLite viability luminescence;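 active = cell killing above 50% in the first pass at 4 µM, then a duplicate retest at 5 µM averaging 50% or more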;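 also: plate controls were cells with TRAIL plus DMSO for no effect and medium-only wells lacking cells for full effect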
TNF death inh = blocks TNF-alpha induced death of Jurkat FADD-/- cells | Jurkat FADD-/- TNF necroptosis rescue, ATP luminescence, 24 h; 0 = TNF only, 100 = no-TNF cells | activation (protection from cell death), % at 10 µM | hit rate 0.068% among 220,000 | AID 463075;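 active = activation, meaning protection from cell death, of at least 50% relative to plate controls; inactive = activation below 50%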;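 also: necroptosis triggered by 40 ng/mL TNF-alpha added together with compound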
Wee1 degr inh = human Wee1 degradation inhibition, primary screen; P30291; HeLa Luc-Wee1K328M stability, luciferase luminescence; 100% = proteasome inhibitor MG132 effect; reporter increase, % at 5 µM; hit rate 1.2% among 220,000; AID 1321;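 active = activation above the mean of all tested compounds plus 3 SD, set per screening run, cut at about 8.8% in these data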;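 also: cells exposed to compound for 20 h before luminescence read; 0% = DMSO alone and 100% = MG132 at 30 µM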
EP2 antag = inhibitors of human EP2 prostaglandin E2 receptor. C6 glioma cells expressing human EP2, cAMP TR-FRET; cells stimulated with saturating PGE2. P43116. hit rate 0.52% among 260,000. inhibition, % at 25 µM;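 active = percent inhibition above 40 after rounding to a whole number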;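 also: rat C6 glioma host cells with rolipram phosphodiesterase inhibitor present; the protocol text gives 20 µM as final concentration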
FXIa inh = inhibitors of human coagulation factor XIa; hit rate 0.14% among 220,000; inhibition, % at 5 µM; purified FXIa, Boc-Glu-Ala-Arg-AMC fluorogenic substrate; AID 798;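 active = inhibition of at least 40%; inactive = inhibition below 40%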;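 also: fluorescence of freed AMC excited at 355 nm; 0% = enzyme without compound and 100% = no enzyme blank; many of its hits are not listed in these tables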
FXIIa inh 1536 = inhibitors of human coagulation factor XIIa. P00748. hit rate 0.3% among 220,000. inhibition, % at 5 µM. purified FXIIa, Boc-QGR-AMC fluorogenic substrate, 2 h; in the data active = inhibition above about 40%;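 also: 0% = enzyme with no compound and 100% = blank without enzyme; many of its hits are not listed in these tables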
TbHK1 inh = T. brucei hexokinase 1 inhibition. recombinant TbHK1, G6PDH-coupled NADH A340. inhibition, % at 10 µM. hit rate 0.11% among 220,000. AID 1430;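 active = inhibition of 50% or more in the single-dose primary screen; inactive = inhibition below 50%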
L929 necroptosis = blocks zVAD induced death of L929 cells | L929 zVAD necroptosis rescue, ATP luminescence, 24 h; with zVAD 60 µM | viability rescue, % at 10 µM | hit rate 0.38% among 220,000 | AID 1377;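 active = activation, scaled between plate controls, above about 75%, limit read from the data; inactive = activation under that limit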;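 also: 0% = zVAD with DMSO and 100% = DMSO alone without zVAD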
Numbers without * were called inactive; / = not tested or not shown; & = joins results of further samples; [ ] = remark or other dose.

Results follow in this order: CHOP inh, PPC-1+TRAIL kill, TNF death inh, Wee1 degr inh, EP2 antag, FXIa inh, FXIIa inh 1536, TbHK1 inh, L929 necroptosis
CCOc1ccc(S(=O)(=O)N(C)c2ccc(OCC(=O)Nc3nccs3)cc2)cc1
→ 25, 13, 3.4, 2, 10, 2, 10, 4, 0.8
Cc1cccc2c1NC1(CCCC1)CC2C (stereo not given)
→ 23, 8, 0.0, -2, 12, -2, 2, -6, -0.5
O=C(N/N=C/c1ccc2cccnc2c1)c1nc2ccccc2c(=O)[nH]1
→ -28, -29, -3.0, 0, 6, -1, 4, -59, 2.6
CCOc1cc(CNC2CCCC2)ccc1OCc1ccccc1Cl
→ 27, 20, 8.3, -2, 3, 2, 6, 14, 4.6
Cc1sc2ncn(CC(=O)NCc3ccco3)c(=O)c2c1-c1ccc(F)cc1
→ 27, -1, -0.9, -1, 7, -3, 6, 4, -0.2
Cc1[nH]nc2c1C(c1ccoc1)C(C#N)=C(N)O2 (stereo not given)
→ 24, /, -4.4, 0, 15, -5, 13, 3, -0.1
CCN(CC)C(=O)Cn1cnc([N+](=O)[O-])n1
→ 9, -8, -3.2, -3, 2, -1, 11, -2, -0.1
CC1=Nc2ccccc2/C1=C/c1sc(=S)n(-c2cccc(C(=O)O)c2)c1O
→ -8, 12, -0.6, 1, 7, 10, 19, 2, 1.5
CCOC(=O)CSc1ccc(C(=O)Nc2ccc(OC)cc2)cn1
→ -11, 20, 0.8, 9.4*, 28, 6, 10, 9, 2.0
CCN(CC)c1ccc(C=C(c2nnnn2-c2ccccc2)c2nnnn2-c2ccccc2)cc1
→ 28, -10, 3.2, 2, 8, 11, 15, 2, -0.8
O=C(OCc1cn(-c2ccc(Cl)c(Cl)c2)nn1)c1ccccc1Cl
→ 11, -4, -0.8, -2, 5, 8, 26, 6, -0.1
Nc1nc2nc(-c3ccccc3)cc(=O)n2[nH]1
→ 7, -3, 0.1, -2, 6, -3, 16, -5, 1.0
CCN(CC)CCNC(=O)c1cc2c(-c3ccc(Cl)cc3)nn(C)c2s1
→ 26, 20, -0.1, -2, 24, 25, 24, -7, 61
O=C(Nc1ccc(F)c(Cl)c1)Nc1csc2ccccc12
→ 99*, -1, 5.4, 4, 12, -4, 7, -15, 1.9
COc1ccc(C(=O)Nc2ccc(C(=O)NCCc3ccc(OC)c(OC)c3)cc2)cc1
→ 12, 10, 2.5, 1, 3, 0, 3, -5, 0.8

Entries of single compounds as entered above. Values in the order: CHOP inh	PPC-1+TRAIL kill	TNF death inh	Wee1 degr inh	EP2 antag	FXIa inh	FXIIa inh 1536	TbHK1 inh	L929 necroptosis
Entry for `Cc1[nH]nc2c1C(c1ccoc1)C(C#N)=C(N)O2` (stereo not given) : 24	/	-4.4	0	15	-5	13	3	-0.1
Entry for `CCN(CC)C(=O)Cn1cnc([N+](=O)[O-])n1` : 9	-8	-3.2	-3	2	-1	11	-2	-0.1

(continued)
Results follow in this order: CHOP inh, PPC-1+TRAIL kill, TNF death inh, Wee1 degr inh, EP2 antag, FXIa inh, FXIIa inh 1536, TbHK1 inh, L929 necroptosis
COc1ccccc1C1C2=C(N=c3s/c(=C/c4cccc(OCC(=O)O)c4)c(=O)n31)c1ccccc1CC2 (stereo not given)
→ 53, 6, 2.0, -2, 13, 7, 11, -8, 1.2
COc1ccccc1N1CCN(CC(=O)c2c(C)n(C)c3ccccc23)CC1
→ 40, 7, -1.0, -2, 8, 4, 0, -6, 0.3
CCCCn1c(-c2ccc(Cl)cc2)nc2c(=O)n(C)c(=O)[nH]c21
→ 0, -3, -2.2, 1, 12, -14, -2, 2, -0.6
O=C(N/N=C/c1cccnc1)C1CCCN(S(=O)(=O)c2ccccc2)C1 (stereo not given)
→ 11, 8, -3.3, 1, 11, -8, -8, 6, -0.3
Cc1ccc(NC(=O)CC2SC(=NCC3CCCO3)NC2=O)cc1Cl (stereo not given)
→ 18, 8, 0.9, -4, 8, -3, -6, -2, 0.1
Oc1ccccc1C1OCC2(CO1)COC(c1ccccc1O)OC2 (stereo not given)
→ 3, 24, 2.4, 0, 10, 5, 9, 29, 0.0
Cc1ccc(C2=NNC(C(O)C(O)C(O)CO)S2)cc1 (stereo not given)
→ -29, 10, -1.2, -1, 10, 7, 16, -7, -1.0
CCOC(=O)c1cc(-c2ccncc2)nc2c1c(C)nn2C
→ 7, 16, -2.8, 5, 9, -10, -11, 38, 27
Cc1ccccc1OCC(=O)Nc1ccc(C(N)=O)cc1
→ 50, 7, 0.3, -1, 16, 4, 31, 2, 0.2
CC1CCC/C(=N\NS(=O)(=O)c2ccccc2)C1 (stereo not given)
→ 7, 11, 2.0, 3, 13, -4, 0, -5, 1.1
COc1ccc(CNC(=O)c2c(C)cc(=O)oc2C)cc1
→ 11, 17, 2.0, -3, 4, 1, -4, -21, 1.7
CCn1c(C(O)c2ccc3c(c2)OCO3)nc2ccccc21 (stereo not given)
→ 40, -6, 0.0, -3, 15, 5, 7, -3, -0.6
CCN1C(=O)/C(=c2\s/c(=C3\Sc4ccccc4N3C)c(=O)n2C)N(C)C1=S
→ 2, /, -2.3, 0, 6&3, 18, 14, -8, 0.1
O=C1C(Cl)=C(N2CCCCC2)C(=O)N1Cc1ccccc1
→ 96*, 4, 1.3, 4, 4, -7, -3, -1, -0.4
Cc1c2cc(O)c(=O)cc-2oc2cc(O)c(O)cc12
→ 23&23, 4&6, -2.6&-9.4, 1&1, 12&9&4, 6&5, 5&16, 6&12, 1.1&0.0

(listing goes on)
Results follow in this order: CHOP inh, PPC-1+TRAIL kill, TNF death inh, Wee1 degr inh, EP2 antag, FXIa inh, FXIIa inh 1536, TbHK1 inh, L929 necroptosis
Cc1nc(N2CCC(C)CC2)c2c(C)c(C(=O)Nc3cccc(C(F)(F)F)c3)sc2n1
→ 33, 20, 1.1, 1, 8, 2, 8, -16, -0.4
FC(F)Oc1ccccc1/C=N/n1cnc2ccccc21
→ 13, 29, 1.8, 5, 5, 3, 11, -3, 15
Cc1nc2ccccc2c(=O)n1/N=C/c1ccccc1O
→ -18, 3, -1.7, 5, 4, 0, 2, -16, 0.6
CC(Cc1cccs1)NC(=S)Nc1ccc(F)cc1 (stereo not given)
→ 23, 11, -2.2, -1, 7, 3, 0, 36, -0.1
Cc1cc(C)cc(C(=O)NCC(=O)OCc2c(C)noc2C)c1
→ -4, 0, 2.5, 1, 10, -4, 4, -12, 0.6
Cc1cccc(C(=O)NNC(=O)c2cc3cc4ccccc4nc3s2)c1
→ 103*, 9, -0.6, 1, 14, 5, 16, 4, 0.1
CC(=O)c1c(C)[nH]c(C(=O)OCC(=O)N2CC(=O)Nc3ccccc32)c1C
→ 15, 22, -0.9, -2, 12, 3, 12, 3, -0.2
CCn1c(C)nc2cc(S(=O)(=O)C(F)(F)C(F)C(F)(F)F)ccc21 (stereo not given)
→ 54, 9, -2.4, 1, /, -4, -6, -2, 0.2
COc1ccc(C2CC(=O)Nc3cc(C)c(C)cc32)c(OC)c1OC (stereo not given)
→ 32, 3, -3.2, 0, 18, 8, 20, 1, 0.8
c1ccc(Nc2nc(N3CCOCC3)c3ccccc3n2)cc1
→ 33, 23, -0.3, 1, 18, 2, -5, -9, -0.2
O=C(O)CC1S/C(=N/N=C/c2ccc(-c3ccccc3[N+](=O)[O-])o2)NC1=O (stereo not given)
→ 26, 20, -4.7, -1, 4, 5, 13, -67, -1.1
CCOC(=O)N1CCC(Nc2c(Nc3cccc(CC)c3)c(=O)c2=O)CC1
→ 12, 18, 11, 1, 4, 8, 2, 0, 0.9
CC1=NN(c2ccc(Cl)c(C(=O)O)c2)C(=O)C1
→ -3, -5, 2.6, -1, 1, 12, 7, 19, 0.9
O=C(Nc1ccccc1)C1CCN(c2nccs2)CC1
→ 19, -6, 2.2, 2, 21, -5, 3, 3, 1.5
CCc1nc2cc3sc(CC)nc3cc2s1
→ 37, -2, 0.5, -3, 2, -2, 6, -6, -0.5

Some of these compounds in order of heavy-atom count, rising:
Results follow in this order: CHOP inh, PPC-1+TRAIL kill, TNF death inh, Wee1 degr inh, EP2 antag, FXIa inh, FXIIa inh 1536, TbHK1 inh, L929 necroptosis
FC(F)Oc1ccccc1/C=N/n1cnc2ccccc21
→ 13, 29, 1.8, 5, 5, 3, 11, -3, 15
c1ccc(Nc2nc(N3CCOCC3)c3ccccc3n2)cc1
→ 33, 23, -0.3, 1, 18, 2, -5, -9, -0.2
CCOc1cc(CNC2CCCC2)ccc1OCc1ccccc1Cl
→ 27, 20, 8.3, -2, 3, 2, 6, 14, 4.6
CCOC(=O)N1CCC(Nc2c(Nc3cccc(CC)c3)c(=O)c2=O)CC1
→ 12, 18, 11, 1, 4, 8, 2, 0, 0.9
Cc1sc2ncn(CC(=O)NCc3ccco3)c(=O)c2c1-c1ccc(F)cc1
→ 27, -1, -0.9, -1, 7, -3, 6, 4, -0.2

New compounds follow
Results follow in this order: CHOP inh, PPC-1+TRAIL kill, TNF death inh, Wee1 degr inh, EP2 antag, FXIa inh, FXIIa inh 1536, TbHK1 inh, L929 necroptosis
Cc1cc(NC(=O)C2CCCN(S(=O)(=O)c3cnc[nH]3)C2)ccc1Br (stereo not given)
→ 29, 0, 2.0, 1, 22, 2, 8, 5, 11
O=C(COc1ccc(S(=O)(=O)NC2CCCCC2)cc1)NCC1CCCO1 (stereo not given)
→ 22, 9[5 µM], -1.4, -1, 2, 7, 23, 8, 0.5
COc1cc2oc(-c3ccc(O)cc3)cc(=O)c2c(OC)c1O
→ 9, 13, -2.3, 0, 9, 3, 9, -57, 6.5
Clc1ccc(-c2nnc3sc(Cc4cccs4)nn23)c(Cl)c1
→ -8, 14, -0.5, 4, 5, 12, 22, 4, 0.8
CC(=O)c1ccccc1Oc1nc(CN2CCOCC2)nc2scc(-c3cccs3)c12
→ -8, 11, 1.1, -1, 12, -10, 7, -9, -0.3
COc1ccc(C(=O)N(Cc2ccc(N(C)C)cc2)C2CCS(=O)(=O)C2)cc1 (stereo not given)
→ 2, 11, -0.5, 1, 11, 0, 16, 5, 0.2
N/C(=N\OC(=O)c1ccc2ccccc2c1)c1ccccn1
→ 34, 53*[5 µM], -0.2, -5, 6, 3, 6, 3, 2.6
Cn1c(=O)oc2cc(S(=O)(=O)Nc3cccc(F)c3)ccc21
→ 15, 8, 2.1, 2, 6, 4, 17, -2, 1.7
CCOc1ccc2nc(SC3CC(=O)N(c4cccc(OC)c4)C3=O)sc2c1 (stereo not given)
→ 4, -10, -6.6, 9.1*, 5, 1, 6, 8, 0.2
O=C(O)CCn1c(=O)c2ccccc2c2ccccc2c1=O
→ -8, -16, -0.6, 2, -1, 1, 1, 1, -0.1

Only part of the results is shown; count on the stated rates, not on these rows.
